Screens from PubChem.
Myeloid diff 2: myeloid differentiation induction. ER-HoxA9 myeloid progenitors, lysozyme-GFP differentiation, flow cytometry. calls only at 10 µM. 360,000 compounds, 1% hits. AID 624256;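 active means normalized GFP-positive differentiation at or above the plate's own cutoff, the solvent-only control mean plus 3 SD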;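 further: cells exposed to compound for four days before flow analysis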
NOD2 inhibition: NOD2 signaling inhibitors, cell-based, luminescence, uHTS, HEK293 (AID 1566) | 290,000 compounds, 0.63% hits | HEK293 NOD2/NF-kB luciferase reporter, luminescence; higher % means a stronger effect | one-dose inhibition, % at 4 µM; EC50 in µM for titrated hits; further: many of its hits are not listed in these tables
NOD1 inhibition: NOD1 signaling inhibitors, primary screen, cell-based, luminescence, uHTS (AID 1578); NOD1-driven NF-kB luciferase reporter cells, luminescence; higher % means a stronger effect; one-dose inhibition, % at 4 µM; EC50 in µM for titrated hits; 290,000 compounds, 1% hits; in the data active means inhibition mostly above about 36%, no sharp cut-off; inactive means mostly below about 34%;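 further: HEK-293T reporter cells stimulated with the NOD1 agonist gamma-tri-DAP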
GPR55 LPI antagonism: inhibition of LPI-stimulated GPR55 beta-arrestin translocation – imaging, U2OS, beta-arrestin-GFP, LPI agonist, primary screen (AID 2013). U2OS GPR55 beta-arrestin-GFP translocation imaging, LPI antagonism; higher % means a stronger effect. inhibition, % at 10 µM, or IC50 in µM where a hit was titrated. 290,000 compounds, 0.13% hits;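 active means spots per cell inhibited over 60%, with over 100 cells counted and total cytoplasm intensity under 500,000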;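 further: U2OS cells stably carrying GPR55 and arrestin-GFP stimulated by 5 µM LPI near EC80; imaged beta-arrestin-GFP aggregate spots per cell after agonist stimulation; plate controls were LPI-stimulated DMSO wells for no effect and DMSO wells without LPI for full effect; some results filed as inactive read as strong as hits; confirmed hits need IC50 under 10 µM and bright autofluorescent wells are also inconclusive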
GPR55 beta-arrestin: GPR55 agonists via beta-arrestin recruitment, primary screen, imaging, U2OS cells, beta-arrestin-GFP redistribution (AID 1961); activation, % at 10 µM; hits with a dose series show EC50 in µM; U2OS GPR55 beta-arrestin-GFP redistribution imaging; higher % means a stronger effect; 290,000 compounds, 0.048% hits;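 active means activation above 40% with more than 50 cells counted in the well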;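 further: U2OS osteosarcoma cells stably expressing GPR55 and beta-arrestin-GFP; plate controls were DMSO negative control for no effect and LPI positive control for full effect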
GPR35 arrestin U2OS: inhibition of zaprinast-stimulated GPR35 beta-arrestin translocation – imaging, U2OS, beta-arrestin-GFP, zaprinast agonist, primary screen (AID 2058); U2OS GPR35 beta-arrestin-GFP translocation imaging, zaprinast antagonism; higher % means a stronger effect; inhibition, % at 10 µM, or IC50 in µM where a hit was titrated; 290,000 compounds, 0.052% hits;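 active means inhibition of at least 50% with at least 30 cells and total cytoplasm GFP at most 10,000,000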
KOR beta-arrestin-1: kappa opioid receptor activators – cell-based, luminescence, uHTS, primary screen (AID 1777); KOR beta-arrestin recruitment, luminescence; higher % means a stronger effect; one-dose activation, % at 10 µM; EC50 in µM for titrated hits; 280,000 compounds, 0.02% hits; in the data active means activation above about 50%, passing the limit was not always enough; further: a part of the inactive calls stands beside numbers as strong as those of hits
KOR beta-arrestin-2: kappa opioid receptor blockers – cell-based, luminescence, uHTS (AID 1778); KOR beta-arrestin recruitment, luminescence, antagonist mode; higher % means a stronger effect; inhibition, % at 10 µM, or IC50 in µM where a hit was titrated; 290,000 compounds, 0.091% hits; further: strong numbers were not always called active
HIV fusion peptide: cell-free HIV fusion peptide-binding blockers – biochemical, uHTS, fluorescence dequenching, primary screen (AID 1986); 290,000 compounds, 0.3% hits; inhibition, % at 20 µM, or IC50 in µM where a hit was titrated; cell-free peptide binding, fluorescence dequenching, 30 min; higher % means a stronger effect; in the data active means inhibition mostly above about 52%, no sharp cut-off; inactive means mostly below about 76%; further: some results filed as inactive read as strong as hits
Myeloid diff 2 GFP+ MAC1+ %: further read-out of Myeloid diff 2, marked with its call; GFP+ MAC1+ double positive, %; measured here: differentiation confirmed by MAC1 staining
Numbers without * were called inactive; i = inactive; . = no result given; + = active, no number; & = joins results of further samples; [ ] = remark or other dose. Unless noted, no stated cut-off is given here; in the data, active means inhibition above about 50%; inactive means the rest. This is a subset. The share of hits here may be higher or lower than overall.

SMILES	Myeloid diff 2	Myeloid diff 2 GFP+ MAC1+ %	NOD2 inhibition	NOD1 inhibition	GPR55 LPI antagonism	GPR55 beta-arrestin	GPR35 arrestin U2OS	KOR beta-arrestin-1	KOR beta-arrestin-2	HIV fusion peptide
CC(=O)OCCNc1cc(SC(C)C)c2nonc2c1[N+](=O)[O-]	.	.	-1%	-42%	1%	0.5%	-5%	7.0%	-32%	-0.5%
Cc1cc(C)c(/C=C(\C#N)S(=O)(=O)c2ccccc2)[nH]1	i	0.2	-1%	7%	7%	0.2%	2%	-0.9%	-1%	0.5%
COc1ccc(/C(O)=C2/C(=O)C(=O)N(CCN(C)C)C2c2cccnc2)cc1C (centres undefined)	i	1.2	-1%	-32%	1%	0.5%	25%	-1.0%	-14%	0.6%
Cc1ccc(-c2nc(CSCC(=O)NCCN3CCN(Cc4ccccc4)CC3)c(C)o2)cc1	i	0.6	40%	32%	14%	-0.2%	-9%	-4.4%	5%	1.8%
Cc1ccc(C2=C/C(=C/c3cccs3)C(=O)O2)cc1	i	0.6	-14%	-30%	12%	-0.2%	-12%	22%	8%	11%
COc1cccc(NC(=O)C2CCCN(S(=O)(=O)c3cccc4nsnc34)C2)c1 (centres undefined)	i	1.3	12%	0%	8%	-0.1%	-11%	5.6%	-3%	1.9%
CCOc1ccc(C2C(C(=O)c3ccco3)=C(O)C(=O)N2CCCn2ccnc2)cc1OCC (centres undefined)	i	2.9	-4%	-27%	8%	-0.2%	16%	0.9%	-14%	-0.6%
Cc1ccc(NC(=O)C(=O)NCC2CCCO2)cc1C (centres undefined)	i	0.2	-75%	-49%	-3%	0.2%	13%	-2.0%	-51%[20 µM]	0.0%
CC(=O)Nc1ccc(NC(=O)c2ccc(NS(=O)(=O)c3cc(C(C)(C)C)ccc3C)cc2)cc1	i	0.1	9%	-24%	-4%	-0.1%	-7%	4.0%	-416%[20 µM]	-1.4%
Cc1ccc2oc(C(=O)N(Cc3ccncc3)CC3CCCO3)c(C)c2c1 (centres undefined)	i	1.2	-25%	-42%	14%	0.7%	-3%	4.3%	6%	-1.1%
O=C(Nc1nnc(C2CC2)s1)C1Cc2ccccc2CN1S(=O)(=O)c1ccccc1F (centres undefined)	i	2.8	27%	-2%	5%	0.3%	11%	-2.8%	7%	1.4%
Cc1ccc(NC(=S)N2CCCN(Cc3ccc(F)cc3)C2)c(C)c1	i	0.4	-2%	-14%	-1%	0.9%	22%	10%	-20%	-0.1%
Cc1oc2c(cc(NS(=O)(=O)c3ccc(C(C)C)cc3)c3ccccc32)c1C(=O)O	i	0.6	-12%	-46%	7%	0.8%	14%	-2.5%	-7%	15µM*
CN(C)CCCNc1ncc(C(F)(F)F)cc1Cl	i	0.4	24%	-12%	7%	0.2%	-1%	-9.5%	-17%[20 µM]	0.6%
COc1cc(NC(=O)C/C(C)=N/NC(=O)c2cccs2)c(OC)cc1Cl	i	0.2	15%	-33%	-23%	0.2%	-14%	-3.4%	6%[20 µM]	-0.2%
CC(=O)C1=C(O)C(=O)N(CO)C1c1ccccc1F (centres undefined)	i	2.2	5%	-4%	-10%	-0.2%	-22%	-3.9%	-7%	0.0%
c1ccc2c(Nc3nc(-c4ccncc4)nc4ccccc34)cccc2c1	i	0.4	20%	-1%	3%	0.4%	1%	4.5%	-25%	2.3%
COc1ccc(CCN2CC(C(=O)NCCc3ccc(F)cc3)CCC2=O)cc1 (centres undefined)	i	1.7	-4%	-28%	52%	-0.3%	4%	3.0%	-53%	-1.1%
CSCc1c(C(=O)NC2CCCc3ccccc32)oc2ccccc12 (centres undefined)	i	0.9	7%	-4%	-6%	-0.4%	-24%	3.1%	5%	-0.6%
Cc1ccc(NS(=O)(=O)c2cccc(C(=O)O)c2)c(C)c1	i	1.3	-1%	5%	3%	0.2%	0%	9.8%	-18%	0.6%
Cc1cccc(NC(=S)NN(Cc2ccccc2)c2ccccc2)c1C	i	1.0	-72%	-1%	-4%	-0.1%	-18%	-3.2%	14%	0.8%
O=C(NC(=S)Nc1ccc(Br)c(Cl)c1)C1CC1	i	0.2	-2%	-20%	-6%	-0.2%	-1%	5.2%	-4%	-0.2%
CCOc1ccc(CN(C)C(=O)CNC(=O)c2ccc(Br)o2)cc1OC	i	0.0	5%	-11%	16%	-0.2%	2%	-1.7%	-15%	1.0%
CCOc1ccccc1CNc1ccc(N2CCOCC2)c(C(=O)O)c1	i	5.2	-14%	-2%	6%	-0.2%	-4%	2.9%	-12%	0.1%
CN1Cc2c(N)cccc2C(c2ccccc2)C1 (centres undefined)	i	3.2&1.1	13%	-27%	11%	0.1%	6%	2.0%	-29%	34%

Three entries from above, set out differently.
molecule | Myeloid diff 2 | Myeloid diff 2 GFP+ MAC1+ % | NOD2 inhibition | NOD1 inhibition | GPR55 LPI antagonism | GPR55 beta-arrestin | GPR35 arrestin U2OS | KOR beta-arrestin-1 | KOR beta-arrestin-2 | HIV fusion peptide
COc1cccc(NC(=O)C2CCCN(S(=O)(=O)c3cccc4nsnc34)C2)c1 (centres undefined) | i | 1.3 | 12% | 0% | 8% | -0.1% | -11% | 5.6% | -3% | 1.9%
CCOc1ccc(C2C(C(=O)c3ccco3)=C(O)C(=O)N2CCCn2ccnc2)cc1OCC (centres undefined) | i | 2.9 | -4% | -27% | 8% | -0.2% | 16% | 0.9% | -14% | -0.6%
Cc1ccc(NC(=O)C(=O)NCC2CCCO2)cc1C (centres undefined) | i | 0.2 | -75% | -49% | -3% | 0.2% | 13% | -2.0% | -51%[20 µM] | 0.0%

(further entries)
SMILES	Myeloid diff 2	Myeloid diff 2 GFP+ MAC1+ %	NOD2 inhibition	NOD1 inhibition	GPR55 LPI antagonism	GPR55 beta-arrestin	GPR35 arrestin U2OS	KOR beta-arrestin-1	KOR beta-arrestin-2	HIV fusion peptide
COc1ccc(CCNC2CCC(c3ccccc3)CC2)cc1 (centres undefined)	i	0.3	-21%	-11%	6%	2.0%	-1%	-0.5%	-13%	0.0%
O=C(CSc1nnc(-c2ccco2)o1)c1ccc[nH]1	i	1.0	-76%	-22%	-3%	0.7%	12%	-3.4%	25%	13%
Cc1ccc(-c2nc(=O)[nH]c3ccc(Br)cc23)cc1	i	0.2	24%	35%	-7%	-0.2%	13%	9.4%	-19%	2.1%
Cc1n[nH]c(=O)c2ccccc12	i	0.2	-1%	-12%	-2%	-0.1%	3%	1.1%	15%	-1.7%
O=C(NCCCN1CCOCC1)c1ccc2nc(Cc3ccccc3F)oc2c1	i	2.2	16%	-18%	7%	-0.1%	0%	1.8%	-12%	1.5%
COCCNC(=O)CCCn1c(=O)c2cc(OC)c(OC)cc2n(CC(=O)Nc2ccc(C)c(F)c2)c1=O	i	0.3	0%	-25%	2%	0.9%	-16%	-5.3%	-1%	2.7%
COc1cc2cc(Oc3ccc4ccc(=O)oc4c3)c(=O)oc2cc1OC(=O)C=C(C)C	.	.	2%	6%	8%	-0.1%	-9%	5.2%	-16%	-0.2%
Cc1ccc(S(=O)(=O)N(C)c2nc3ccccc3n3c(C(C)C)nnc23)cc1	+	2.0*	15%	-17%	-5%	0.7%	-5%	-1.2%	-4%	10%
O=C(NCCCn1ccnc1)C(=O)NCC1OCCN1S(=O)(=O)c1ccc(F)cc1 (centres undefined)	i	0.6	4%	4%	8%	-0.3%	9%	-3.1%	3%	0.1%
O=C(Nc1cccc(-c2nc3ccccc3[nH]2)c1)c1ccco1	i	0.9	-17%	-49%	7%	1.9%	3%	-2.8%	-17%	3.6%
CN(C)C(CNC(=O)c1cccc(C(F)(F)F)c1)c1ccco1 (centres undefined)	i	4.3	-5%	-27%	3%	-0.1%	-6%	-3.9%	45%	0.3%
Cc1cccc(Nc2c(F)c(F)c(F)c(F)c2C(=O)O)c1	i	0.3	2%	-19%	1%	0.5%	-14%	5.6%	-61%	6.6%
O=C(OCC(=O)c1c[nH]c2ccccc12)c1cc(Br)ccc1O	i	0.0	10%	-24%	-3%	-0.3%	8%	-2.4%	0%	2.0%
COc1ccc(NC(=S)NCc2cccs2)c(OC)c1	i	0.2	26%	-17%	7%	-0.1%	4%	-3.5%	10%	-0.3%
COc1ccc(C(=O)NCc2ccc(-c3nc4ccccc4s3)cc2)cc1OC	i	0.3	-46%	-86%	-2%	0.0%	-3%	-1.3%	-17%	0.1%
COc1cc2c(cc1OC)CN(C(=O)c1ccc(OC)c([N+](=O)[O-])c1)CC2	i	0.6	2%	-1%	0%	0.3%	-2%	-3.3%	6%	1.2%
O=C(CNC1CCCC1)Nc1cc(Cl)ccc1[N+](=O)[O-]	i	0.5	-2%	-1%	5%	-0.2%	16%	2.8%	3%	-0.2%
Cc1cccc(NC(=O)Nc2ccc(C)cc2Br)c1	i	0.3	-53%	-24%	3%	-0.3%	3%	-1.1%	-32%	1.4%
O=C(Nc1ccncc1)Nc1ccncc1	i	0.3	15%	-1%	3%	-0.5%	-3%	-0.3%	-1%	-2.2%
CCCc1cc(C(=O)NNC(=S)NCC2CCCO2)cs1 (centres undefined)	i	1.5	-12%	9%	-12%	-0.3%	3%	0.7%	-9%	-3.5%
Cc1ccc(NC(=S)N2CCC(C(N)=O)(N3CCCCC3)CC2)c(C)c1	i	0.5	-9%	-25%	11%	0.2%	8%	-7.1%	14%[20 µM]	-0.5%
Cc1ccc(C)c(NC(=O)CCN2C(=O)c3ccccc3C2=O)c1	i	0.6	-5%	-9%	-2%	-0.2%	14%	-2.5%	-8%	-1.7%
CCO[C@H]1OC(C(=O)N2CCN(Cc3ccc4c(c3)OCO4)CC2)=C[C@@H](C)[C@@H]1CCCO	i	1.8	15%	-11%	21%	0.1%	7%	1.1%	-7%	-0.2%
CCOC(=O)N1CCC(NC(=O)Cn2cccc2C(=O)c2ccccc2C)CC1	i	0.7	0%	-18%	17%	-0.2%	4%	-1.3%	18%	1.5%
CC(C)(C)C(=O)COC(=O)C1=NN(c2ccccc2)C(=O)CC1	i	0.3	-26%	3%	9%	0.0%	-8%	19%	-32%	1.0%
CN1CC(=O)NC1=NC(=O)C12CC3CC(CC(C3)C1)C2	i	0.8	3%	-1%	6%	-0.1%	-6%	0.2%	-12%	-1.2%
COc1cccc(C(=O)Nc2nc(SCc3ccc(Cl)cc3)n[nH]2)c1	i	0.2	14%	3%	-2%	0.4%	0%	0.1%	-35%	-0.3%
CCCCc1nc2c(C)c(N)cnc2n1Cc1cccc([N+](=O)[O-])c1	i	0.0	5%	-10%	0%	-0.2%	4%	4.4%	-10%	-0.6%
Cn1c(=O)oc2cc(S(=O)(=O)NC3CCCc4ccccc43)ccc21 (centres undefined)	i	2.5	10%	-28%	-1%	-0.1%	-8%	1.2%	9%	5.5%
CCCCC[n+]1ccn(C2=C([O-])c3ccccc3C(=O)/C2=N\S(=O)(=O)c2ccc(Br)cc2)c1	i	0.5	22%	-3%	-8%	0.0%	-12%	.	18%	0.4%
